Screens from PubChem.
CF NFkB block: inhibitors of PAF-induced NF-kB signaling, primary screen, cell-based, GFP fluorescence, uHTS. KKLEB NF-kB-GFP reporter, GFP fluorescence overnight. inhibition, % at 5 µM. hit rate 0.86% among 360,000;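 active means at least 50% inhibition at 5 µM, scaled per plate between neutral and stimulator controls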;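 further: PAF is a Pseudomonas aeruginosa culture filtrate used as stimulus; plate controls were PAF-stimulated DMSO wells for no effect and unstimulated DMSO wells for full effect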
hiPSC survival: enhancers of single-cell hiPSC survival, primary screen, ATPlite luminescence. hit rate 0.044% among 360,000. 100% = ROCK inhibitor wells, 0% = DMSO. survival enhancement, % at 20 µM; in the data active means survival enhancement above about 18%;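 further: cells exposed to compounds for 16 hours before the ATP read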
LMP1 NFkB inh: EBV LMP1-driven NF-kappaB luciferase reporter inhibitors, primary screen, cell-based, luminescence, single point; hit rate 0.69% among 350,000; inhibition, % at 12.5 µM; LMP1-induced NF-kappaB luciferase reporter cells; in the data active means inhibition above about 41%;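 further: 0% = neutral control wells and 100% = reference inhibitor control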
Shn3 inh set2: reduction of Shn3 3'UTR firefly luciferase signal, primary screen, Schnurri-3 inhibitor project, cell-based, Clone20 osteoblasts, set 2; Clone20 osteoblast Shn3 3'UTR firefly luciferase, 24 h; inhibition, % at 12.5 µM; hit rate 0.52% among 360,000;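 active means mean inhibition of at least 75% with every replicate also reaching 75%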;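 further: 0% = median of neutral control wells and 100% = pilot-screen positive control compound; some compounds past the cut are filed as inactive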
TRAIL sens C8: viability loss with TRAIL in NB7+C8 cells, primary screen, TRAIL sensitizer project, cell-based, ATPlite luminescence; AID 624354, 2012; inhibition (viability loss, TRAIL sensitization), % at 10 µM; hit rate 1% among 360,000;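 active means compounds causing at least 50% loss of cell viability in the single-dose screen, relative to plate controls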
Peg3 prom inh: Peg3 promoter-driven luciferase inhibitors, primary screen, cell-based, HeLa, luciferase luminescence; AID 588405, 2011; HeLa PEG-Prom luciferase reporter, overnight; inhibition, % at 20 µM; hit rate 1.7% among 360,000;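 active means inhibition of at least 50% at 20 µM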
HIF-2a block: HIF-2a reporter inhibitors, primary screen, luminescence, 786-0 RCC cells; inhibition, % at 18.8 µM; AID 624352, 2012; 786-0 RCC cells HIF-2a reporter, luciferase luminescence, overnight; hit rate 0.72% among 360,000;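 active means inhibition of the luminescence signal of 40% or more relative to plate controls, in a single-dose primary screen at 18.75 µM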
NR2E3 ag-1: inhibitors of NR2E3-RetCOR corepressor binding, primary screen, NR2E3 agonist project, biochemical, TR-FRET, GST-NR2E3, biotin-RetCOR; AID 2300, 2010; inhibition of corepressor binding, % at 4.78 µM; 1536-well; Photoreceptor-specific nuclear receptor (Homo sapiens), Q9Y5X4; hit rate 0.12% among 320,000;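 active means percent inhibition above the cutoff of mean plus 3 SD of all tested compounds, set per screening campaign, cut at about 20% in these data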;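 further: 0% = DMSO wells and 100% = biotin wells as full block of FRET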
Target sequence (Q9Y5X4 whole entry, looked up): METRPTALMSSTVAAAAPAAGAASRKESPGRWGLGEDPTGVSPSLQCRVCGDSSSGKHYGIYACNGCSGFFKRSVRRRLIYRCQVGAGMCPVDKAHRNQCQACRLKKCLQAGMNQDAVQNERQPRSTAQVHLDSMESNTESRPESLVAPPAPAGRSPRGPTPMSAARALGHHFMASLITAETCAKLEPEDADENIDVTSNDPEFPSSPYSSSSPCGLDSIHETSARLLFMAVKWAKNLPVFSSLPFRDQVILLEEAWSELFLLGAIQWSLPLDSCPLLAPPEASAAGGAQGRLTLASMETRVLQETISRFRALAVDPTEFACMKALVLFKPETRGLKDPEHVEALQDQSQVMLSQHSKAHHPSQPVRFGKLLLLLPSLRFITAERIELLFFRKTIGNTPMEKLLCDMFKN
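System: GST-tagged NR2E3 plus biotinylated RetCOR corepressor; Buffer or medium: pH 7.5 Tris-based buffer; Probe or stimulus: RetCOR corepressor, biotinylated, 7 nM; Doses: compound at 4.8 µM, single dose; Schedule: 5 h incubation at 4 °C; Technique: time-resolved FRET; Evaluation: percent inhibition of TR-FRET ratio; Replication: one well per compound, singlicate testing.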
KKLEB cytotox: cytotoxicity in KKLEB CF airway cells, primary screen, cytotoxicity control for CF NF-kB inhibitor project, cell-based, uHTS, fluorescence assay plates; hit rate 0.36% among 360,000; activity change (cytotoxicity), % at 5 µM; KKLEB CF airway cells viability, ATPlite luminescence, overnight; stronger effect = lower value; cells stimulated with P. aeruginosa culture filtrate;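 active means corrected activity change at or below -50% at 5 µM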
MITF TRPM1 inh: inhibitors of MITF-dependent TRPM1 promoter reporter, primary screen, cell-based, SK-MEL-5, single point, luciferase; SK-MEL-5 TRPM1 promoter luciferase, 24 h; inhibition, % at 12.5 µM; hit rate 0.83% among 330,000;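 active means mean inhibition across replicates of 60% or more, whatever share of single replicates reaches that level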; further: values of inactives mirror those of a sister screen read the other way
NR2E3 ag-2: NR2E3 agonists in two-hybrid cells, primary screen, cell-based, luminescence, CHO-S, Gal4-NCOR/VP16-NR2E3; AID 602229, 2012; luciferase; hit rate 0.35% among 360,000; Photoreceptor-specific nuclear receptor (Homo sapiens), Q9Y5X4; inhibition of corepressor binding, % at 3.98 µM;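 active means inhibition above the mean of all tested compounds plus 3 SD, cut at about 70% in these data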;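 further: 0% = DMSO with NR2E3 transfected cells and 100% = cells lacking NR2E3 construct; higher means lower luciferase signal from less NR2E3 corepressor binding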
An asterisk follows results filed as active; . = not tested or not shown. Only part of the results is shown; count on the stated rates, not on these rows.

SMILES	CF NFkB block	hiPSC survival	LMP1 NFkB inh	Shn3 inh set2	TRAIL sens C8	Peg3 prom inh	HIF-2a block	NR2E3 ag-1	KKLEB cytotox	MITF TRPM1 inh	NR2E3 ag-2
Cc1cc(C)cc(-c2nnc(SCC(=O)NCC3CCCO3)o2)c1 (stereo not given)	16	0.2	-3	17	-17	1	-3	.	16	-10	28
Cc1cc(C)c2c(CN3CCOCC3)cc(=O)oc2c1C	9	-0.5	1	6	-1	10	-14	5	-20	20	14
C[C@@H](O)C1NC(=O)[C@H](CCCCN)NC(=O)c2cc([N+](=O)[O-])cc(I)c2OCC[C@@H](C(N)=O)NC1=O (stereo not given in full)	-7	1.1	-9	-18	-3	-5	3	-4	-15	-7	9
Cc1cccc(C(=O)Nc2nnc(S(=O)(=O)N(C)Cc3ccco3)s2)c1	-12	-0.2	8	-17	17	-20	-34	4	8	-8	-2
Cc1cc(N/N=C/c2ccccc2O)nc(N2CCOCC2)n1	3	1.5	3	-5	3	-84	-101	3	-4	-53	-9
Cc1ccc(NC(=O)Cn2cc(C(=O)C3CC3)c3ccccc32)c(C)c1	14	-0.2	3	-1	-4	31	26	2	3	15	13
CC(=O)Nc1ccc(NC(=S)NC(=O)C2CC2)cc1	5	0.4	-13	20	-1	-71	-73	0	9	8	-16
C=CC[n+]1c(C)csc1Nc1cccc(Br)c1	1	-0.3	2	-7	-1	-14	-29	-3	8	-5	-9
CCOC(=O)C1=C(C)N(C)C(=O)NC1c1ccc2c(c1)OCO2 (stereo not given)	9	-0.7	3	-11	7	16	18	-3	-5	8	-30
C[C@@H]1CN([C@H](C)CO)C(=O)c2c(c3ccccc3n2C)-c2ccccc2CO[C@H]1CN(C)C(=O)Cc1ccccc1	2	-1.5	2	-1	-3	20	1	.	-4	.	-27

Fetched by structure from the entries so far (4):
SMILES	CF NFkB block	hiPSC survival	LMP1 NFkB inh	Shn3 inh set2	TRAIL sens C8	Peg3 prom inh	HIF-2a block	NR2E3 ag-1	KKLEB cytotox	MITF TRPM1 inh	NR2E3 ag-2
CC(=O)Nc1ccc(NC(=S)NC(=O)C2CC2)cc1	5	0.4	-13	20	-1	-71	-73	0	9	8	-16
Cc1ccc(NC(=O)Cn2cc(C(=O)C3CC3)c3ccccc32)c(C)c1	14	-0.2	3	-1	-4	31	26	2	3	15	13
C[C@@H](O)C1NC(=O)[C@H](CCCCN)NC(=O)c2cc([N+](=O)[O-])cc(I)c2OCC[C@@H](C(N)=O)NC1=O (stereo not given in full)	-7	1.1	-9	-18	-3	-5	3	-4	-15	-7	9
C=CC[n+]1c(C)csc1Nc1cccc(Br)c1	1	-0.3	2	-7	-1	-14	-29	-3	8	-5	-9

(next part)
SMILES	CF NFkB block	hiPSC survival	LMP1 NFkB inh	Shn3 inh set2	TRAIL sens C8	Peg3 prom inh	HIF-2a block	NR2E3 ag-1	KKLEB cytotox	MITF TRPM1 inh	NR2E3 ag-2
O=C(NNC(=O)c1cccc2ccccc12)c1ccc2c(c1)OCO2	5	-0.2	-9	-73	4	-121	-158	-1	-1	-55	-19
CCCn1cnc2cc(NCc3cccc(OC)c3O)ccc21	0	-0.5	-22	-5	6	-131	-141	-2	3	-43	-51
CCC1=C(Nc2ccccc2)COC1=O	14	4.9	-11	-41	-17	15	11	.	-4	.	5
Cc1nc2cc(C)c(C)cc2s1	2	2.2	3	-18	-3	1	5	3	-6	0	7
O=C(c1ccccc1)c1c[nH]c2ccccc12	6	-0.4	-4	-36	-1	-141	-188	.	7	-8	-27
COc1ccccc1NC(=O)COC(=O)c1c[nH]c(=O)[nH]c1=O	-19	1.9	5	1	18	-3	13	-1	6	-9	-12
CCN(C[C@H]1N[C@@](Cc2ccccc2)(C(=O)OC)[C@H]2C(=O)N(C)C(=O)[C@@H]12)C(=O)COc1ccccc1	-33	1.8	1	-4	-11	13	2	.	25	0	-9
COC(=O)C[C@H](NC(=O)Cn1cnc2c(OCc3ccccc3)ncnc21)C(=O)OC	-14	-0.4	-3	-11	-9	-13	-3	.	13	-6	0
COC(=O)c1sccc1NC(=O)CSCCc1ccncc1	-17	-0.7	-1	7	-8	6	10	1	-21	12	8
COc1ccc(-c2cc(C(F)(F)F)n3nc(C(=O)NCc4ccco4)cc3n2)cc1OC	-1	0.9	-7	-2	27	-3	-2	2	-13	-1	-23
CN(C)S(=O)(=O)Nc1ccc(NS(=O)(=O)N(C)C)c(S(=O)(=O)c2ccccc2)c1	9	4.0	14	-12	-1	4	5	8	-3	0	-13
CCCCc1ccc(N2C(=NC(=O)C3CCCO3)SC3CS(=O)(=O)CC32)cc1 (stereo not given)	-2	0.3	2	-21	7	-8	-4	3	1	3	-1
COC(=O)c1ccc(/C=C(\C#N)C(=O)NC(C)c2ccccc2)cc1 (stereo not given)	77*	3.6	9	38	24	104*	67*	1	-13	81*	13
Oc1c(Cl)cc(Cl)cc1C=Nc1ccc2c(c1)OCCO2	6	-1.0	5	26	-3	-34	16	1	3	29	34
NS(=O)(=O)c1ccc(N/C=C\C(=O)c2ccncc2)cc1	6	-1.0	1	-11	4	-16	-30	5	9	-28	9
Cc1ccc(C)c(-c2cc(C(=O)NC3CC3)c3ccccc3n2)c1	-39	1.0	3	-2	5	24	16	.	12	-3	-33
O=C(c1ccc(CS(=O)Cc2ccc(Cl)cc2)o1)N1CCN(c2ccc(F)cc2)CC1 (stereo not given)	5	-0.4	5	-1	7	6	6	-3	6	6	22
O=C(C1=C[C@H](c2ccccc2)C[C@H](OCCCCO)O1)N1CCOCC1	-51	2.9	-10	2	14	-14	0	-2	-3	3	11
Cc1cn([C@H]2C[C@H](O)[C@@H](/C=C/C(=O)NCCc3ccc(S(N)(=O)=O)cc3)O2)c(=O)[nH]c1=O	-20	1.7	.	-12	8	3	4	.	0	.	-2
CC12CCC(C(=O)NCc3ccco3)(OC1=O)C2(C)C (stereo not given)	5	0.6	-11	-14	2	0	-3	3	-1	-1	-3
COc1ccc(CCN2C(=S)N(c3ccccc3)C(=O)C2CC(=O)O)cc1OC (stereo not given)	-4	-0.5	-5	1	-4	-3	15	-3	3	3	-25
Cc1ccc(C#N)c(SCc2cccc(Br)c2)n1	3	-0.4	-7	9	-10	1	-35	4	-10	-1	-36
CCOC(=O)c1c(C)[nH]c(C)c1C(=O)COC(=O)c1nn(CC)c(=O)c2ccccc12	-6	2.1	2	-3	13	3	3	.	-6	.	-5
COc1cc(/C=N/NC(=O)c2csc3c2CCCC3)ccc1OCCN1CCOCC1	34	1.6	-6	-26	-1	25	-35	1	-4	-10	-29
CCOc1ccc(NC(=O)CN2C(=O)NC3(CCCCCC3)C2=O)cc1	-12	0.8	2	12	21	8	13	.	7	-6	-30
CCOC(=O)c1sc(NC(=O)C2=COCCO2)c(C#N)c1C	-14	0.6	-9	11	-10	-45	-53	4	-16	-13	-39
COc1cc(/C=C2/C(=N)N3C=CSC3=NC2=O)ccc1OCCCOc1c(C)cccc1C	-20	0.5	4	11	-2	1	-66	1	11	-10	-16
COc1ccc(OC)c(CCNC(=O)Cn2nc(C)c3c(C)n(-c4ccccc4)nc3c2=O)c1	0	-0.6	11	31	7	21	19	2	-6	22	16
COc1ccccc1CN1CCC(CNS(=O)(=O)c2cc(-c3onc(C)c3C)ccc2OC)CC1	0	-0.4	-3	-2	8	14	9	7	-4	17	19
CCN1C(=O)CC(N2CCC(c3nc4ccccc4[nH]3)CC2)C1=O (stereo not given)	4	1.6	-2	-18	-9	11	10	0	-10	4	-32
O=C(NCCc1ccccc1)C1c2ccccc2C(=O)N1C1CC1 (stereo not given)	-10	-0.6	-29	2	-1	10	21	-4	8	17	5
CCOc1ccccc1Nc1cc(C)nc2ccccc12	9	-1.8	8	92*	11	10	19	.	-15	.	7
Cc1ncc(CO)c(/C=N/N=C/c2ccccc2O)c1O	-10	0.8	0	-64	7	-284	-190	-3	25	-50	13
CC(=O)Nc1ccc(C(=O)COC(=O)c2cc(C)oc2C)c(F)c1	3	1.1	-1	-2	-1	-38	-26	.	2	4	-31
CCOc1ccccc1OC(=O)CN1C(=O)c2ccccc2C1=O	-6	1.1	-3	3	-25	-4	19	0	2	-1	2
COc1cc2ncnc(NCc3ccc(F)cc3)c2cc1OC	6	-0.6	-3	24	1	25	16	-1	6	-14	-34
COc1ccc(C(=O)N2CCOC2CNC(=O)C(=O)NCc2ccco2)cc1 (stereo not given)	17	-0.7	-10	1	-8	12	7	2	9	10	-18
O=C(CCc1ccccc1)OCC(=O)c1ccc([N+](=O)[O-])cc1	-13	7.1	2	-15	0	22	7	-1	1	15	7
COc1ccc(C(CNC(=O)C(Cc2ccccc2)NC(N)=O)N(C)C)cc1 (stereo not given)	-8	-0.3	-3	13	-2	-15	-9	0	-5	2	-26
Cc1ccc([C@@H]2[C@@H]3C(=O)N(c4ccccc4)C(=O)[C@@H]3[C@]3(C)C(=O)N(Cc4ccccc4)CC(=O)N23)o1	20	0.6	-1	3	0	-10	7	2	-2	-4	29
COC(=O)Nc1ccc(S(=O)(=O)N2CCC(C(=O)N3CCC(C)CC3)CC2)cc1	11	-0.8	11	7	4	2	17	5	5	7	11
CN(C)c1ccc(C=C(c2nnnn2-c2ccccc2)c2nnnn2-c2ccccc2)cc1	11	-0.5	3	8	-19	45	13	0	-15	5	19
COC(=O)/C=c1\sc2n(c1=O)C(C)=CC(C)(C)N=2	-1	0.0	7	-19	-12	-15	7	4	-7	-5	-15
COC(=O)c1ccc(Cl)c(NC(=O)Cc2ccccc2[N+](=O)[O-])c1	-14	-0.6	-6	-18	-5	26	10	-2	-14	16	16
Nc1cc(=O)[nH]c(SCC(=O)Nc2ccc([N+](=O)[O-])cc2)n1	-9	1.7	-13	-7	3	1	17	2	-4	-3	0
CCOc1ccc(CCNC(=O)C2CCCN(S(=O)(=O)N3CCOCC3)C2)cc1OCC (stereo not given)	14	-2.8	-7	-5	-2	-3	4	-1	8	8	-28
CC(C)(C)CN1C(=O)C(=O)NC[C@H]1Cc1ccc(O)cc1	1	-0.6	6	-4	3	2	5	5	2	5	-22
COc1cccc(CN2CCN(C(=O)c3cccs3)CC2)c1OC	2	2.3	10	5	-9	-19	-20	1	6	2	17
CC(C)CNS(=O)(=O)c1ccc(C(=O)Nc2ccc3c(c2)OCO3)cc1	2	-0.3	-8	1	-14	14	-6	3	1	6	-31
